HKDC1 inh: blocks human hexokinase HKDC1 activity | hit rate 0.16% among 340,000 | inhibition, % at 20 µM | recombinant HKDC1, G6PDH/diaphorase resazurin coupled fluorescence | Q2TB90 | AID 493160;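 active = inhibition above about 35% when tested at 20 µM, limit read from the data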;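 note: plate controls were DMSO wells with enzyme for no effect and DMSO wells lacking enzyme for full effect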
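Test system: HK5 enzyme. Quantity: 5 µg/mL HK5 final. Reagent: glucose and ATP substrates. Schedule: 90 min reaction incubation at room temperature, dark. Technique: resazurin-to-resorufin fluorescence via G6PDH and diaphorase coupling, 525/613 nm. Control set: DMSO wells with and without enzyme mix.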
Apaf1 inhib: human Apaf-1 inhibition; reconstituted apoptosome caspase-3 activity, DEVD-Rh110 fluorescence; inhibition, % at 20 µM; hit rate 0.71% among 330,000; AID 489030; active = inhibition of at least 40% at 20 µM;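 note: plate controls were DMSO wells for no effect and DEVD-CHO caspase inhibitor wells for full effect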
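Material: cell-free apoptosome with Apaf-1, procaspase-3 and caspase-9; Buffer or medium: Hepes pH 7.5 with detergent and BSA; Reagent: cytochrome c trigger plus (Z-DEVD)2-Rh110 caspase-3 substrate; Times: compound with Apaf-1, dATP, procaspase-3 30 min, then 50 min reaction, room temperature; Technique: Rh110 fluorescence intensity.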
PfG6PD inh: PfG6PD (Plasmodium falciparum) enzyme inhibition; PfGluPho enzyme, NADPH resazurin-diaphorase fluorescence; hit rate 0.78% among 350,000; inhibition, % at 20 µM;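 active = inhibition reaching at least a set limit at 20 µM in the primary screen, cut at about 59% in these data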;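 note: 0% = DMSO wells with substrate and 100% = DMSO wells lacking glucose-6-phosphate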
SENP1 inh: inhibitors of human SENP1 SUMO protease catalytic domain; hit rate 0.21% among 360,000; recombinant SENP1 catalytic domain, CyPet-SUMO1-YPet FRET cleavage; Q9P0U3; inhibition, % at 10 µM;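 active = inhibition at least 30% at 10 µM, raw YFP signal under a set limit, fluorescence ratio 0.5 to 1.5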;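 note: 0% = enzyme with DMSO and 100% = no enzyme wells; some results filed as inactive read as strong as hits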
Target sequence (Q9P0U3 419-644 limits assumed): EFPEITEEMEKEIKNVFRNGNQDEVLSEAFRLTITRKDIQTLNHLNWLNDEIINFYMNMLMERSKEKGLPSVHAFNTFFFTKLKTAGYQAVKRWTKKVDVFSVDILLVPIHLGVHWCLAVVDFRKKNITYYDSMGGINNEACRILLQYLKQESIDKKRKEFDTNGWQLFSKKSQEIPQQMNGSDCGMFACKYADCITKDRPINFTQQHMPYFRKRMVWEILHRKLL
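Compound: 10 µM single point, 0.5% DMSO; Test system: hSENP1 catalytic domain, recombinant; Timing: 50 min reaction at room temperature; Technique: FRET, CFP and YFP emission; Control set: no-enzyme wells low, DMSO-plus-enzyme wells high control.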
NLRP3 yeast inh: NALP3 inhibition in yeast | Yeast reconstituted NLRP3/ASC/caspase-1, beta-gal luminescence, 24 h | inhibition, % at 10 µM | hit rate 0.39% among 330,000 | AID 2825;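 active = inhibition of 50% or more; inactive = inhibition below 50%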;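 note: plate controls were induced DMSO wells for no effect and uninduced yeast grown without galactose for full effect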
SENP8 block-1: SENP8 protease inhibition; purified SENP8, Z-RLRGG-aminoluciferin cleavage, luminescence; Q96LD8; inhibition, % at 10 µM; hit rate 1.2% among 330,000; AID 2540; in the data active = inhibition above about 50%
Target sequence (Q96LD8 whole entry, looked up): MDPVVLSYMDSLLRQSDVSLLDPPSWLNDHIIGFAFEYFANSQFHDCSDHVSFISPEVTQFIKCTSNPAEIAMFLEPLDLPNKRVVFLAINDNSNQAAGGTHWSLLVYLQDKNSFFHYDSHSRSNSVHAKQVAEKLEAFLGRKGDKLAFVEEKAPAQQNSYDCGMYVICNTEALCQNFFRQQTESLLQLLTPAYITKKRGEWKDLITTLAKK
SENP6 block: blocks the human protease SENP6; Q9GZR1; Recombinant SENP6 catalytic domain, aminoluciferin luminescence; inhibition, % at 10 µM; hit rate 1.8% among 330,000; AID 2599;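 active = inhibition above about 50% at the single tested dose, limit read from the data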;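 note: plate controls were DMSO wells with enzyme for no effect and DMSO wells lacking enzyme for full effect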
Target sequence (Q9GZR1 628-1112 limits assumed): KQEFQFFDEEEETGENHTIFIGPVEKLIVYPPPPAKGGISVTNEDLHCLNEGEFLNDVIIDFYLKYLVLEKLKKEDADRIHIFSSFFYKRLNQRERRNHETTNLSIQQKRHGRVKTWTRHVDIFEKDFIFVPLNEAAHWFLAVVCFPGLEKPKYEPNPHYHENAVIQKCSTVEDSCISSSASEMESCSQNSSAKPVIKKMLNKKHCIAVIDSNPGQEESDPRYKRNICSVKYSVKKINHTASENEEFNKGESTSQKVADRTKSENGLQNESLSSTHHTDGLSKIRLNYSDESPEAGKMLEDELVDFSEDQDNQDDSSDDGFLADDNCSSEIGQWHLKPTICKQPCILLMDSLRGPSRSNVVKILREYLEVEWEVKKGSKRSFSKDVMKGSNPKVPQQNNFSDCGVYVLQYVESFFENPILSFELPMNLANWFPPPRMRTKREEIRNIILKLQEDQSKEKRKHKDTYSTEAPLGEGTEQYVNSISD
SENP7 inh: SENP7 protease inhibition; Q9BQF6; recombinant SENP7, Z-RLRGG-aminoluciferin luminescence, 40 min; inhibition, % at 5 µM; hit rate 1.5% among 330,000; AID 434973;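 active = inhibition above about 50% at the single test dose, limit read from the data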;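 note: plate controls were DMSO with enzyme for no effect and no enzyme buffer wells for full effect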
SENP8 block-2: inhibitors of human SENP8 protease. recombinant SENP8, Nedd8 substrate fluorescence. AID 602440. inhibition, % at 20 µM. hit rate 0.64% among 360,000; in the data active = inhibition mostly above about 40%, no sharp cut-off; inactive = mostly below about 27%
The depositor's hits bear a star; i = inactive; · = not tested or not shown.

SMILES	HKDC1 inh	Apaf1 inhib	PfG6PD inh	SENP1 inh	NLRP3 yeast inh	SENP8 block-1	SENP6 block	SENP7 inh	SENP8 block-2
O=C(CN1CCc2ccccc2C1)Nc1cccc(S(=O)(=O)N2CCCC2)c1	-3.7	1.1	-6.5	-0.8	7.5	-3.1	-7.0	7.7	-1.8
COc1cc(C(=S)N2CCCC2)cc(Cl)c1O	-2.0	-2.3	-8.9	2.8	-3.6	1.1	-0.9	1.7	8.5
CC(=O)SC1CC2=CC(=O)CCC2(C)C2CCC3(C)C(CCC34CCC(=O)O4)C12 (stereo not drawn)	0.0	4.2	-8.2	-4.7	14.1	-3.4	-7.3	5.7	0.3
Cc1cc(O)c(C(C)C)cc1NC(=O)Nc1cccc2ccccc12	-2.7	11.8	-1.5	2.6	1.3	8.7	5.3	5.5	-25.9
CC(=O)c1ccc(NC(=O)C(C)N2CCN(C/C=C/c3ccccc3)CC2)cc1 (stereo not drawn)	-10.2	8.6	-9.5	-0.9	28.5	-12.7	-20.9	-7.1	8.5
c1ccc(-c2noc(CN3CCN(C(c4ccccc4)c4ccccc4)CC3)n2)cc1	2.2	13.6	4.0	0.1	6.5	-0.7	0.8	4.5	13.0
O=C1CC(=O)Nc2cc(S(=O)(=O)N3CCOc4ccc(Cl)cc43)ccc2N1	-3.1	5.9	12.7	1.6	-7.3	-16.3	-12.3	-12.3	10.9
C=C(C)CSc1nnc([C@@H]2CCCN2C(=O)OC(C)(C)C)o1	-3.0	0.4	1.6	0.4	1.4	-2.4	1.1	-9.5	31.5
CC(C)C(=O)Nc1nnc(NC(=S)Nc2ccccc2)s1	-1.7	13.5	24.1	0.8	23.9	-1.6	-23.6	-1.5	15.4
Cc1ccccc1SCC(=O)Nc1cc(S(=O)(=O)N2CCOCC2)ccc1N1CCOCC1	11.2	20.9	-10.9	1.7	0.8	1.4	-15.3	0.7	11.8
Cc1cc(NC(=O)c2ccccc2Oc2ccccc2)no1	17.6	-4.9	10.7	1.1	-14.3	-1.2	-4.7	6.3	15.8
Cc1ccc(C(C(=O)NCc2ccco2)N(C(=O)CNC(=O)c2cccs2)c2c(C)cc(C)cc2C)cc1 (stereo not drawn)	2.8	-9.7	-16.6	3.0	12.1	-4.0	-10.2	-0.4	17.0
O=C(Nc1ccc(S(=O)(=O)N2CCCC2)cc1)N1c2ccccc2Sc2ccccc21	-5.2	9.1	15.4	0.5	8.0	-10.5	-29.0	-13.2	10.8
Cc1c(C(=O)N2CCC(Cc3ccccc3)CC2)sc2ncnc(N3CCC(C)CC3)c12	-2.3	14.4	26.8	0.9	7.1	-11.3	2.3	-6.9	0.7
Cc1ccc(-c2nn3c(C)nnc3c3ccccc23)cc1S(=O)(=O)NCc1ccccc1	-10.8	47.7*	45.9	-20.7	21.2	-0.2	-15.1	-0.1	-36.2

3 compounds already listed, arranged by count of non-hydrogen atoms, smallest number first.
SMILES	HKDC1 inh	Apaf1 inhib	PfG6PD inh	SENP1 inh	NLRP3 yeast inh	SENP8 block-1	SENP6 block	SENP7 inh	SENP8 block-2
CC(=O)SC1CC2=CC(=O)CCC2(C)C2CCC3(C)C(CCC34CCC(=O)O4)C12 (stereo not drawn)	0.0	4.2	-8.2	-4.7	14.1	-3.4	-7.3	5.7	0.3
c1ccc(-c2noc(CN3CCN(C(c4ccccc4)c4ccccc4)CC3)n2)cc1	2.2	13.6	4.0	0.1	6.5	-0.7	0.8	4.5	13.0
Cc1ccccc1SCC(=O)Nc1cc(S(=O)(=O)N2CCOCC2)ccc1N1CCOCC1	11.2	20.9	-10.9	1.7	0.8	1.4	-15.3	0.7	11.8

(further entries)
SMILES	HKDC1 inh	Apaf1 inhib	PfG6PD inh	SENP1 inh	NLRP3 yeast inh	SENP8 block-1	SENP6 block	SENP7 inh	SENP8 block-2
CCCOC(=O)/C(=C\C=C\c1ccco1)NC(=O)c1ccccc1	-9.1	13.3	21.0	1.9	8.1	-0.7	-47.0	7.7	-69.5
CCC1(c2ccc(F)cc2)NC(=O)N(CC(=O)c2cc(C)n(C3CC3)c2C)C1=O (stereo not drawn)	-1.1	13.3	6.7	-2.6	33.3	8.1	8.2	-5.5	2.8
Cc1ccc(OCC(=O)NNC(=O)c2cc3ccccc3o2)cc1C	-1.5	13.4	-19.2	1.5	16.9	0.5	-1.0	12.7	17.0
O=C(NC1CC2CCCC(C1)N2C(=O)Nc1ccccc1)c1ccncc1 (stereo not drawn)	-4.3	2.5	2.3	1.0	2.8	-6.5	-16.3	-7.1	17.6
CC(C)(C)OC(=O)N1CCC(c2c(C(=O)O)cnn2-c2ccccc2)CC1	-6.2	-12.8	-7.0	2.3	4.2	-6.3	-6.2	-5.0	12.7
COc1cccc2c(=O)n(CC(=O)NC3CCCC3)ccc12	-4.9	8.2	13.8	2.7	12.7	-3.6	6.9	3.8	-51.2
CCCCn1c(N)c(N(CC(C)C)C(=O)c2cccc(S(=O)(=O)N3CC(C)OC(C)C3)c2)c(=O)[nH]c1=O (stereo not drawn)	-2.0	8.5	-1.6	-6.5	17.8	-11.7	-5.3	1.4	-17.4
Cc1[nH]c(C)c(S(=O)(=O)NCc2ccc(OC(C)C)cc2)c1C(=O)N1CCCC1	-1.3	-2.6	-13.5	0.2	1.8	-10.1	-15.0	-7.4	7.8
O=C(COC(=O)C12CC3CC(CC(C3)C1)C2)NNC(=O)c1ccccc1	-4.2	14.5	8.0	1.0	0.0	-8.2	-10.9	-1.5	-5.0
CC(C)(C)OC(=O)N1CCC(C(=O)Nc2ccc(C(=O)NCCc3ccccc3)cc2)CC1	-3.5	·	-4.7	0.8	·	·	·	·	11.4
O=C(CCC1CCCN(C2C3CC4CC(C3)CC2C4)C1)NCc1ccc(F)c(F)c1 (stereo not drawn)	-4.0	4.4	-1.4	1.1	-1.2	-7.0	0.2	-7.4	9.0
Cc1nn(Cc2ccccc2)c(C)c1CCC(=O)O	-0.4	1.8	-10.7	1.2	5.9	4.9	-12.7	1.1	-1.1
COc1cc(OC)cc(C(=O)NC(=S)N2CCCCCC2)c1	-9.8	-2.8	-3.1	0.3	5.0	-0.6	3.5	3.2	7.0
C=CCn1c(N)c(C(=O)OC(C)CC)c2nc3ccccc3nc21 (stereo not drawn)	4.0	·	7.4	-56.4	·	·	·	·	i
Cc1cccc(C(=O)NCC(=O)N2CCN(S(=O)(=O)c3ccc4c(c3)OCCO4)CC2)c1	-2.5	3.5	-12.6	0.5	20.0	3.6	-5.0	-1.1	17.3
CCCCCC(=O)Nc1ccc2oc(-c3cccnc3)nc2c1	-0.1	2.3	-0.3	-2.3	15.8	0.4	-13.4	-3.4	-267.7
O=C(O)C1CC=CCC1C(=O)Nc1cccnc1 (stereo not drawn)	-8.2	0.4	-6.7	3.2	2.9	-8.6	-9.9	-0.3	6.9
CCCc1nnc(NS(=O)(=O)c2ccc(C)cc2)o1	-0.3	·	12.7	0.5	·	·	·	·	4.3
O=[N+]([O-])/C(=C\Nc1ccccc1Cl)S(=O)(=O)c1ccccc1	·	3.1	·	-0.8	0.2	-2.4	-2.2	-0.6	23.0
COP(=O)(OC)C(Nc1ccc(C)cc1)c1ccc([N+](=O)[O-])cc1 (stereo not drawn)	-7.6	2.3	10.0	1.4	8.4	5.6	23.1	6.5	6.9
CC(C)COc1ccc2[nH]c3c(c2c1)CCCC3=O	-12.7	0.5	-13.0	-6.2	4.2	-5.5	-2.9	-5.9	-371.2
CCOc1cc(C=O)cc(N=Nc2cccc([N+](=O)[O-])c2)c1O	10.2	-11.4	2.7	5.0	3.1	82.1*	83.3*	47.4	21.9
O=C(O)CCN1CCc2ccccc2C1c1ccncc1 (stereo not drawn)	4.4	2.1	-13.0	1.0	-2.6	-5.4	-5.0	1.0	-27.7
O=C(O)/C=C\c1ccccc1Oc1cccc(Cl)c1	-1.1	3.4	-41.7	2.0	-4.3	-12.6	-23.4	-14.6	8.4
CN(C)/C=C(\C#N)C(=O)c1cccnc1Oc1ccc(F)cc1F	-12.7	-17.9	-7.8	1.0	7.7	3.0	-10.2	7.3	6.1
COc1ccc(CCNC(=O)C2CC3Cn4c(nc5cc6ccccc6cc54)C3N2C)cc1 (stereo not drawn)	-3.0	2.4	-9.2	-1.0	12.0	3.9	-4.8	-3.7	-83.7
CCOC(=O)C1=C(c2ccccc2)N2CCS(=O)(=O)N=C2S1	4.5	-7.2	-6.0	3.4	9.1	3.8	0.8	9.0	2.0
COc1cc(OC)cc(-c2sc3ccc(OC)cc3c2-c2ccc(OCCN3CCCCC3)cc2)c1	-2.5	59.7*	12.1	3.2	·	·	·	5.1	-199.3
O=C(Oc1ccc2ccc(=O)oc2c1)c1cccs1	2.2	9.2	1.1	-61.5	17.6	-14.9	-22.0	-14.5	-454.6
O=C(OCC(=O)N1CCCC1)c1ccc(NS(=O)(=O)c2cccs2)cc1O	-3.4	5.0	1.7	3.8	3.2	-0.5	-6.4	5.2	3.7
O=C(COC(=O)C1CCC(N2C(=O)C3C4CCC(C4)C3C2=O)CC1)c1ccc(F)cc1 (stereo not drawn)	-4.9	10.8	2.6	0.5	19.2	6.5	12.1	6.2	0.8
CCOC(=O)C1(Cc2cccc(OC)c2)CCCN(C(=O)CSC)C1 (stereo not drawn)	-1.1	·	-10.4	-2.9	·	·	·	·	11.7
CCOc1cc(NC(=S)NCc2ccco2)c(OCC)cc1NC(C)=O	6.7	-30.5	11.6	1.6	16.9	-5.8	-16.2	0.1	11.3
CN(c1ccccc1)S(=O)(=O)c1cccc(C(=O)Nc2ccc(N3CCOCC3)cc2)c1	-1.3	13.2	1.4	0.0	19.1	-1.7	-11.7	2.8	6.6
O=C(N/N=C/c1cccs1)C1COc2ccccc2O1 (stereo not drawn)	-10.0	-12.2	-13.9	-1.0	14.2	-8.8	-7.0	10.0	-1.1
O=C(/C=C/c1cccc2ccccc12)NCCC1=CCCCC1	-2.1	5.1	6.5	1.1	9.4	5.5	-16.8	-1.2	-275.9
CCOC(=O)c1ccc(NS(=O)(=O)c2cc(C)ccc2OC)cc1	-3.5	16.3	-7.0	-0.4	18.8	-2.2	-13.4	7.9	12.3
CN(CC(=O)Nc1ccccc1)CC(=O)Nc1ccccc1Cl	-7.5	5.8	-4.5	0.2	12.8	-4.8	2.0	-7.0	19.6
CCCCNC(=O)/C(C#N)=C/c1ccc(F)cc1F	4.1	-1.2	-3.7	-26.4	4.5	-2.4	-3.1	1.6	-1.5
C=CCn1c2ccccc2c2nnc(SCC(=O)Nc3c(C)n(C)n(-c4ccccc4)c3=O)nc21	-4.0	·	16.1	2.4	·	·	·	·	18.0
O=c1oc(-c2ccccc2)cc(Cl)c1Cl	23.0	17.6	2.1	3.0	10.9	1.9	-7.0	10.3	15.2
O=S(=O)(c1ccccc1)N1CCN(c2ncccn2)CC1	3.1	11.4	-10.9	1.8	20.5	-2.6	-16.7	7.2	3.4
Cc1ccc(C(=O)N(CN2CCCC2=O)c2ccccc2)cc1C	-9.0	1.4	-3.1	2.7	-1.3	3.1	-6.2	-5.9	15.7
O=C(N/N=C/c1ccco1)c1cnccn1	-9.1	-6.8	11.2	1.5	10.3	-5.4	-0.2	-4.9	9.3

Screening data (PubChem BioAssay)
